# High-throughput results: PubChem BioAssay, several laboratories
# SUMO Mot1 rescue: SUMOylation pathway inhibition by Mot1-301 growth rescue. 320,000 tested, 1% active. S. cerevisiae Mot1-301 growth rescue, ATP luminescence, 38.5C; percent above DMSO median, 100 means doubled. growth rescue, % at 18.8 µM. AID 2716;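 active = every valid replicate shows activation above 250% relative to neutral control wells; inactive = the rest, any valid replicate at or below 250%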;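 note: OY570 slx delta 5 strain wells were the positive control but not used for scaling; some compounds called inactive have numbers as strong as hits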
# C-LANA FP: blocks KSHV LANA C-terminal domain binding to DNA | MBP-C-LANA/FAM-LBS DNA binding, fluorescence polarization | inhibition, % at 9 µM | 340,000 tested, 0.078% active | AID 504423;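 active = highest replicate inhibition at or above 60% at 9 µM, even if other replicates fall short; inactive = all replicates below 60% inhibition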;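 note: 0% = neutral control wells and 100% = 4 µM acridine orange control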
# Rtt109 Vps75: C. albicans Rtt109 histone acetyltransferase inhibition | purified Rtt109/Vps75, ThioGlo CoA-SH fluorescence, 4 h | AID 540336 | inhibition, % at 34.9 µM | Q5AAJ8 | 330,000 tested, 0.16% active;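 active = inhibition of at least 50% in every replicate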
# Keap1-Nrf2 PPI: Keap1-Nrf2 (human) interaction inhibition; Q14145; Keap1 Kelch-Nrf2 peptide fluorescence polarization, 1536-well; inhibition, % at 9.4 µM; 340,000 tested, 0.15% active; AID 504523; in the data active = inhibition above about 12%;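 note: human Keap1 Kelch domain with fluorescein labeled Nrf2 9mer peptide probe; 0% = neutral control wells and 100% = peptide positive control; higher means more block of Keap1 binding to Nrf2 peptide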
# Target sequence (Q14145 whole entry, looked up, the tested form may be a part): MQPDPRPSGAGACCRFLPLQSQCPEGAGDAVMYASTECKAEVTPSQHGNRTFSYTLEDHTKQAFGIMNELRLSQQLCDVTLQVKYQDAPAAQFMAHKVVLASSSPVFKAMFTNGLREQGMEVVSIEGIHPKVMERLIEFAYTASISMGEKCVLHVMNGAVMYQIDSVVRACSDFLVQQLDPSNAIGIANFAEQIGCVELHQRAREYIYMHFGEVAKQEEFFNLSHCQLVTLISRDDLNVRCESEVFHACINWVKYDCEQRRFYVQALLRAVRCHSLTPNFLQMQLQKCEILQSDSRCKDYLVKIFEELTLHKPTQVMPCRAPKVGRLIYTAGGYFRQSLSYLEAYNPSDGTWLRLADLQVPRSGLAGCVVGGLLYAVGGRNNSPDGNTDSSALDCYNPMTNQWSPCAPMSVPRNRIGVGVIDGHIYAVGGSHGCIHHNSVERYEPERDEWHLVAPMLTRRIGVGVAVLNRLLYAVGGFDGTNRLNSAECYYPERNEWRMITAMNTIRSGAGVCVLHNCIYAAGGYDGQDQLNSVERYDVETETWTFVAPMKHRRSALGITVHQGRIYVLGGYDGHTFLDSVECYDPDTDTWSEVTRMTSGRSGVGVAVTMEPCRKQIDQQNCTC
# NSD2 HMT inh: blocks human histone methyltransferase NSD2 | NSD2 peptide methylation, AlphaScreen, 120 min | inhibition, % at 12.5 µM | 310,000 tested, 0.54% active; in the data active = inhibition above about 50%
# PfHsp90 set2: inhibits growth of yeast expressing Plasmodium falciparum Hsp90; AID 504621; S. cerevisiae expressing PfHsp90, BacTiter-Glo ATP, 48 h; yeast lacking PDR1 and PDR3 efflux regulators; 310,000 tested, 0.32% active; inhibition, % at 9.4 µM;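 active = every replicate shows inhibition above about 80%, whatever the replicate mean, limit read from the data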;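 note: 0% = DMSO neutral controls and 100% = 20 µM radicicol positive controls; yeast relying on Plasmodium falciparum Hsp90 in place of its own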
# PvdQ acylase: P. aeruginosa PvdQ acylase inhibition | inhibition, % at 10 µM | purified PvdQ acylase, fluorescence plate reader | 340,000 tested, 0.063% active; in the data active = inhibition above about 30%, passing the limit was not always enough;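 note: 0% = vehicle neutral wells and 100% = reference inhibitor wells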
# dFosB activator: activators of mouse delta FosB homodimer. 340,000 tested, 0.99% active. purified delta FosB, TAMRA-CDK5 oligo fluorescence polarization; percent of positive-control signal above neutral wells. P13346. activation, % at 25 µM;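 active = mean activation above about 17%, with every replicate also reaching it, limit read from the data, passing the limit was not always enough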;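 note: fluorescence polarization rise as delta FosB binds a TAMRA Cdk5 AP-1 oligo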
# Target sequence (P13346 whole entry, looked up): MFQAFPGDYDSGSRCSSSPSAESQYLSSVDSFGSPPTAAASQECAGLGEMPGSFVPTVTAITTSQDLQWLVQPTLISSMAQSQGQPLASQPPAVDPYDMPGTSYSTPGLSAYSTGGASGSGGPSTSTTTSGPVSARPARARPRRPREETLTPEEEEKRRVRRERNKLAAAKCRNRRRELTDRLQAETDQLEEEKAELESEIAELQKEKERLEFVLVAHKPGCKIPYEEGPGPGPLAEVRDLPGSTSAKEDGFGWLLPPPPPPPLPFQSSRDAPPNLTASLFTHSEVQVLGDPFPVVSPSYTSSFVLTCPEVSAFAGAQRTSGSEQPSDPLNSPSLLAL
# Cardiac RTF inh: cardiac RTF calcium desensitization; P19429+P45379; IANBD-labeled cardiac RTF, Ca2+ fluorescence; inhibition, % at 7.15 µM; 340,000 tested, 0.12% active;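 active = inhibition above the mean inhibition of all tested compounds plus 3 SD, cut at about 17% in these data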;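 note: assay run at fixed EC70 calcium of 1.6 mM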
# cardiac RTF act: increases calcium sensitivity of human cardiac regulated thin filaments; P19429+P45379; IANBD-labeled TnC RTF fluorescence at EC20 calcium; 0% EC20 calcium, 100% full calcium; activation, % at 7.2 µM; 340,000 tested, 0.24% active; AID 493008;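 active = activation above the mean over all tested compounds plus 3 SD, cut at about 30% in these data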;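 note: rise in fluorescence read as greater calcium sensitivity of cardiac thin filaments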
# CDK5 p35 inh: inhibitors of human CDK5/p35 kinase | inhibition, % at 10 µM | AID 488839 | 330,000 tested, 0.01% active | Q00535+Q15078 | Recombinant CDK5/p35, ADP-Glo luminescence, 60 min;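 active = highest replicate inhibition of at least 50% and at least 75% of replicates reaching 50%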;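 note: plate controls were DMSO neutral control for no effect and GW8510 at 10 µM for full effect; many of its hits are not listed in these tables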
# Active calls of the source: *; / = no result given.
SMILES,SUMO Mot1 rescue,C-LANA FP,Rtt109 Vps75,Keap1-Nrf2 PPI,NSD2 HMT inh,PfHsp90 set2,PvdQ acylase,dFosB activator,Cardiac RTF inh,cardiac RTF act,CDK5 p35 inh
C=CCn1c(-c2ccc3[nH]c(C)c(C)c3c2)n[nH]c1=S,417,-0.4,-9,0,1,-18,0,-7,4,-3,1.2
COc1cccc(Nc2nc(-c3ccc4c(c3)OCCO4)cs2)c1,6,-1.3,0,-3,4,-15,-30,-8,0,7,-1.3
Cc1ccnc(NC(=O)c2cc(-n3cnnc3)ccc2Cl)c1,1,-2.5,9,-1,-1,/,-8,-4,-8,4,-1.0
N/C(=N\OC(=O)c1ccc([N+](=O)[O-])cc1)c1cccnc1,-9,-0.7,6,-2,1,5,-4,-6,3,-3,0.9
CN1CCN(S(=O)(=O)c2ccc(Nc3ccc(F)cc3)nc2)CC1,3,0.5,9,-4,29,-5,4,-14,-2,3,1.2
CCCCN(CC)S(=O)(=O)c1ccc(C(=O)Nc2nnc(COC)o2)cc1,-24,1.6,0,-4,/,1,-17,-8,-7,3,-1.0
COc1ccccc1CC(=O)Nc1c[nH]c(=O)[nH]c1=O,-7,-0.1,-13,-1,-1,-8,-4,-2,14,-4,-0.6
COc1ccccc1NC(=O)COC(=O)c1[nH]c(=O)[nH]c(=O)c1N,7,2.2,3,-1,3,-5,-17,0,-6,2,0.1
COc1cc2[nH]c3c(=O)n(N)c(=O)[nH]c3c2cc1OC,-11,-0.3,-8,0,-2,11,-20,-5,-9,3,0.4
COC(=O)c1ccccc1NC(=O)Cn1c(=O)n(Cc2ccccc2)c(=O)c2c(C)c(C)sc21,3,-1.8,-2,-8,-3,2,-13,-8,-2,7,-1.2
N#Cc1cccc(S(=O)(=O)NCC(=O)NCCCc2ccccc2)c1,-16,-1.4,-3,1,-5,-5,-5,-8,-3,3,-0.2
Nc1ccc(Oc2ccc(F)cc2)nc1,3,3.0,2,-13,-2,-35,-4,-6,-9,-2,-0.1
Cc1c(C(=O)N2c3ccccc3Sc3ccccc32)cccc1[N+](=O)[O-],/,0.4,-1,2,0,3,0,-5,8,2,-1.3
Cc1ccccc1S(=O)(=O)N(CC(O)CN1C(=O)NC(C)(C)C1=O)c1ccccc1 (stereo not given),0,-0.4,2,-6,/,-44,-11,-5,-2,-1,0.9
CCN1CCN(CC(=O)Nc2sc3c(c2C#N)CCC(C)C3)CC1 (stereo not given),-11,-0.8,3,-6,-2,22,-17,-4,-9,12,-2.2
Fc1ccccc1N1CC(c2ccccc2)C(c2cccs2)=N1 (stereo not given),-19,-0.1,-419,-2,-28,2,-17,-3,0,-15,-1.6
CCCCn1c(N)c(N(CC(C)C)C(=O)c2ccc(F)c(S(=O)(=O)N3CCOCC3)c2)c(=O)[nH]c1=O,-2,0.4,-11,1,-2,4,-6,-1,9,8,0.8
N=C1/C(=C\c2ccc(-c3cccc(C(=O)O)c3)o2)C(=O)N=C2SC=C(c3ccccc3)N12,16,4.4,13,-5,/,-11,-9,-23,1,-14,0.4
CCCNC(=O)Nc1ccccc1C(=O)Nc1ccc(OC)cc1,-5,-0.6,3,-1,-2,4,-12,0,9,0,0.5
O=C(CN1CCN(S(=O)(=O)N2CCCCC2)CC1)Nc1cc(Cl)cc(Cl)c1,-2,0.4,7,1,0,-24,-20,-13,-10,-3,0.2
COC(=O)c1sccc1NC(=O)c1ccc(OC)cc1OC,420*,0.6,-2,-3,-4,-13,-6,-21,1,6,2.1
CCCCN1C(=O)C(=O)c2cc(Cl)ccc21,8,1.3,-30,2,/,0,-7,-6,-6,2,-4.6
COc1ccc(CCNC(=O)CSc2nccc(=O)[nH]2)cc1OC,66,-0.3,11,-1,-6,28,1,4,1,5,0.4
CC1SCC(=NOCc2c(Cl)cccc2Cl)CS1 (stereo not given),10,-2.2,-5,-2,-1,-7,4,2,-3,1,-3.1
O=C1CCCc2c1nc(-c1ccco1)n2O,431,1.8,6,3,0,3,1,0,4,-2,-1.1
Cc1ccc(S(=O)(=O)N2CCCOC2CNC(=O)C(=O)NCc2ccccc2C)cc1 (stereo not given),-12,0.8,18,1,-1,9,10,-9,0,4,-0.3
C=CCNC(=O)/C(C#N)=C/c1c(N(Cc2ccccc2)Cc2ccccc2)nc2ccccn2c1=O,-8,4.8,13,2,0,-1,-1,-6,-5,-10,-0.6
CC(C)Oc1ccc2nnnn2n1,7,0.7,-16,-5,/,-11,-19,4,6,0,0.5
CC(=O)Oc1ccc(C(=O)c2ccccc2)c(OC(C)=O)c1,7,0.0,-5,-3,2,-14,-6,-4,-4,-5,0.7
CCCCN1CC(=O)N2[C@H]3c4cc(Cl)ccc4OC[C@@H]3[C@H](C(=O)OCC)[C@]2(C)C1=O,-6,1.3,6,-4,/,/,2,2,-2,-6,-1.6
CCn1cnc2c1c(=O)n(CC(=O)N1CCc3ccccc31)c(=O)n2Cc1ccccc1,-7,1.3,-1,-3,0,/,12,-6,4,1,1.0
COc1ccc(NC(=O)N(C)C[C@H]2Oc3ccc(NC(=O)Nc4ccc5c(c4)OCO5)cc3C(=O)N([C@H](C)CO)C[C@@H]2C)cc1,/,0.5,7,1,/,19,-2,-13,2,-3,0.0
Cc1cccc(N=Cc2c(O)cc(C)oc2=O)c1,1,3.3,2,-3,4,-8,11,4,1,0,3.1
O=C(Nc1cccc(NC(=O)c2ccc(Br)o2)c1)c1ccccc1,/,0.0,-9,-2,/,12,-9,-13,-20,6,-0.3
CC[C@]1(c2cccc(C)c2)C(=O)N(C(=O)OC)N1C(=O)OC,54,1.6,-4,-57,/,-18,-5,-4,5,5,-0.3
Cc1cccn2cc(CCNC(=O)c3ccco3)nc12,-13,1.5,-15,-3,/,-2,-13,1,-4,6,-4.1
CC(C)(C)c1ccc(Oc2ccc(NC(=O)CCCC(=O)O)cn2)cc1,-6,0.0,-7,0,-7,5,-8,1,-1,3,0.5
O=C(CSc1nnc(-c2ccncc2)o1)Nc1cccc(F)c1,-8,0.1,-2,2,-2,-19,-20,-4,-7,-2,1.6
O=C(O)c1cccc(-c2noc(-c3cccc(Cl)c3)n2)c1,5,2.9,-24,0,/,-6,-7,-5,-17,3,0.4
Cc1ccc(C(=O)COC(=O)CNC(=O)C(c2ccccc2)c2ccccc2)cc1[N+](=O)[O-],-26,1.7,-3,-2,5,-18,-10,0,8,-2,0.8
Cc1ccc(S(=O)(=O)NNC(=O)c2sc(=S)n(C)c2C)cc1,-18,-1.1,1,-4,-1,16,-5,0,-6,-5,4.9
CSCC(O)Cn1ncc2ccccc2c1=O (stereo not given),372,1.5,-4,0,-3,16,-13,-11,-10,18,-1.8
NS(=O)(=O)c1ccc(NC(=O)/C=C/c2cn(-c3ccccc3)nc2-c2cccc(Cl)c2)cc1,-13,1.4,-2,-3,1,/,13,142*,-3,-4,-1.4
Cc1nc2cc(S(=O)(=O)N3CCC(C(=O)O)CC3)ccc2n1C1CCCC1,120,-2.0,0,-3,-2,2,-11,3,3,0,0.7
Cc1cccc(OCCCCNCc2ccccc2)c1,182,1.2,-5,-1,5,11,-4,-3,0,0,-1.7
c1ccc(Oc2ncnc3oc(-c4ccccc4)cc23)cc1,3,1.5,-2,2,0,-8,-11,-1,-5,-4,0.3
O=C(C[n+]1cccc(/C=N/O)c1)N(Cc1ccccc1)Cc1ccccc1,-7,-0.8,-6,5,0,10,-27,2,-14,-3,0.2
NS(=O)(=O)c1ccc(CCNC(=O)c2ccc3ccccc3n2)cc1,-6,1.0,0,3,7,-19,-12,-13,7,2,-1.0
CCOc1ccc2nc(-c3ccccc3)nc(SCC(=O)Nc3ncc(C)s3)c2c1,-12,0.8,2,-5,-2,/,-13,-9,-2,-2,0.4
CCN(CC)C(=O)CN(C#N)c1nc(C)cc(C)n1,-13,0.8,/,0,-2,6,5,-4,4,-2,-1.0

# Following part.
SMILES,SUMO Mot1 rescue,C-LANA FP,Rtt109 Vps75,Keap1-Nrf2 PPI,NSD2 HMT inh,PfHsp90 set2,PvdQ acylase,dFosB activator,Cardiac RTF inh,cardiac RTF act,CDK5 p35 inh
N#Cc1ccc(CSc2nnc(NC(=O)C3CCCO3)s2)cc1 (stereo not given),5,-0.8,-2,-9,-2,/,-12,-9,-16,10,0.2
CCOc1cc(/C=C(/C#N)c2nc3ccccc3[nH]2)ccc1OCc1ccc(C(=O)O)o1,-1,-0.5,9,-3,0,-11,-1,-30,-5,-7,0.8
Cc1cccc(NC(=O)CN2C(=O)S/C(=C\c3cc(C)n(C)c3C)C2=O)c1,-2,-0.1,1,-3,-2,0,2,-2,-21,0,-1.5
CCc1ccc2c(c1)cc(C)c1nnc(SCC(=O)Nc3cc(OC)c(OC)cc3C(=O)O)n12,10,3.0,-9,-1,31,-22,-6,-1,5,1,-1.0
O=C(Oc1ccc(=O)n(-c2ccccc2)n1)c1cccc(Cl)c1,-6,0.1,0,-39,1,/,20,3,-7,3,-0.9
C=CCN(c1ccccc1OC)S(=O)(=O)c1ccc(Cl)c(C(=O)Nc2ccc(N3CCOCC3)cc2)c1,4,0.1,6,-2,-1,-10,-7,-5,-9,1,-1.8
O=C(NCC1CCCO1)C1CCCN(S(=O)(=O)c2ccc(F)cc2)C1 (stereo not given),0,1.1,4,-2,-2,3,3,-2,-3,-5,0.3
CCC(C)[C@H](NC(=O)C1CC(=O)N(c2ccc(OC)cc2)C1)C(=O)N1CCCCC1 (stereo not given in full),3,-1.2,-4,-5,-1,14,-14,-3,-5,2,0.6
Cc1cc(NC(=O)CSc2nnc(NCc3ccccc3)s2)no1,-9,1.7,-14,-2,1,-27,-14,22*,-8,1,-4.4
COc1cccc(NCc2nnc(SCC(=O)NC3CCS(=O)(=O)C3)n2C2CCCCC2)c1 (stereo not given),5,1.2,-2,-3,-4,1,6,-4,-10,-8,3.8
Cc1cccc2cc(CN(CC3CCCO3)S(=O)(=O)c3ccccc3)c(=O)[nH]c12 (stereo not given),0,0.7,3,1,3,1,-9,-15,-7,-6,-0.8
O=C(NCc1ccc(F)cc1)C1CCCN1C(=O)Nc1ccc(Cl)cc1 (stereo not given),-12,-0.3,2,-1,0,9,-13,2,-2,-2,-0.9
COc1cc(NS(C)(=O)=O)cc(OC)c1OC,-13,0.1,7,3,-4,13,-3,-1,-4,2,-0.3
COc1cccc(OCc2cc(/C=N/n3cncn3)ccc2OC)c1,-10,0.4,-1,-4,-2,-13,-6,5,0,9,-5.5
C/C(=N\NC(=O)CCc1c(C)n[nH]c1C)c1ccc([N+](=O)[O-])cc1,13,/,8,-3,-2,6,-15,-2,-9,2,-1.9
COC(=O)c1ccc(NC(=O)C(C)N2C(=O)c3ccccc3C2=O)cc1 (stereo not given),1,0.0,1,0,7,-16,-5,-13,-11,0,0.0
